D2 PAM = positive allosteric modulators of human D2 dopamine receptor. P14416. HEK293 T-REx D2, calcium flux, EC20 dopamine potentiation. potentiation, % at 10 µM. 340,000 tested, 0.34% active;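 active means potentiation over 3 SD above the plate norm, cut at about 30% in these data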; further: 0% is about no effect
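Tetracycline-induced Hek293 Trex D2 cells, force-coupled to calcium, loaded with no-wash calcium dye. Compound added with 180 s kinetic read for agonism, then EC20 dopamine and a further 180 s read for potentiation.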
D1 ag = activates the human D1 dopamine receptor; activation, % at 2 µM; P21728; 360,000 tested, 1% active; AID 504660; HEK293 T-REx D1 cells, calcium flux, agonist mode; in the data active means activation above about 30%; further: 0% is about no effect
Target sequence (P21728 whole entry, looked up): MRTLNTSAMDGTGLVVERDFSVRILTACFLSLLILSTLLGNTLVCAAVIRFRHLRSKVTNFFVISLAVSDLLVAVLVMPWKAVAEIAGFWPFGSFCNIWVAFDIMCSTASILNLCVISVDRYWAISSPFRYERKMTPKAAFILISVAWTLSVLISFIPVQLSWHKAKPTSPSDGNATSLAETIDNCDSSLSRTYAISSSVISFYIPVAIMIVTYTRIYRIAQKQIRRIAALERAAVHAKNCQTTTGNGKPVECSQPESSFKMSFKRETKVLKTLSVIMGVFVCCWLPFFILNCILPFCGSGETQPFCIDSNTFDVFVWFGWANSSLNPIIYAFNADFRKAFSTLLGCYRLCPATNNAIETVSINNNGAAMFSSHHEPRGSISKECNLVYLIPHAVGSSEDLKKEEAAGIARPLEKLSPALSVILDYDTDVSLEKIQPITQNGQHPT
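Tetracycline-induced HEK293 TREx D1 cells, force-coupled to calcium signalling, were dye-loaded with a no-wash calcium kit. Compound was pin-added after a 10 s baseline. Fluorescence was read kinetically at 1 cycle/s for 180 s, with calcium rises flagged as agonism.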
GRP78 ERSR act = ER stress response induction in glioma. U87-MG GRP78 promoter luciferase reporter, 16 h. Potency, µM, for the others: at the highest dose activation, hits mostly activators. 420,000 tested, 0.02% active; further: potency means the concentration at half of the fitted maximal effect; series mostly up to about 76 µM; % of control where 0% means no effect; nearly all actives have a fitted effect of over 35% in size
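ERSR induction read as luciferase luminescence (Bright-Glo, 10 min at room temperature) in stably transfected human U87-MG glioma cells exposed to compounds for 16 h, using GRP78 as sensor.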
RXFP1 ag = agonists of human relaxin receptor RXFP1; Q9HBX9; HEK293T-RXFP1 cAMP TR-FRET, 30 min; response scale: percent of porcine relaxin response, buffer zero; Potency, µM (highest dose often 57.5 µM), without a hit: at the top dose activation, usual class: activators; 370,000 tested, 0.3% active; AID 2676; further: potency means the concentration at half of the fitted maximal effect; on the % scale 0 is the no-effect control and ±100 the full control effect; nearly all actives have a fitted effect of over 60% in size; many of its hits are not listed in these tables
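HEK293T cells stably expressing RXFP1 were pretreated with the PDE4 inhibitor Ro 20174, exposed to compounds for 30 min at 37C, lysed, and cAMP was read by TR-FRET. Data normalized to buffer (basal) and 29 nM porcine relaxin (100%).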
D1 PAM = human D1 dopamine receptor positive modulation | P21728 | AID 504651 | potentiation, % at 10 µM | HEK293 TREx D1 cells, calcium flux, dopamine EC20 potentiation | 360,000 tested, 0.036% active; in the data active means potentiation above about 30%; further: 0% is about no effect
D1 antagonist = human D1 dopamine receptor antagonism. P21728. HEK293 TREx D1 cells, calcium flux, dopamine EC80; hits give low values. activity change, negative = inhibition, % at 10 µM. 360,000 tested, 3.2% active. AID 504652; in the data active means activity change below about -30%; further: on the % scale 0 is the no-effect control and ±100 the full control effect
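Allosteric or orthosteric antagonism assessed as attenuation of the calcium response to EC80 dopamine, added 180 s after compound, in induced HEK293 Trex D1 cells loaded with no-wash calcium dye.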
Vif-A3G inh = Vif-A3G binding inhibition | Q9HC16 | HeLa A3G-eYFP + Vif (tagged APOBEC3G with the HIV-1 protein that degrades it), YFP fluorescence, overnight | Potency, µM (series often up to 46.1 µM), for the others: at the top dose activity, negative = active, most hits filed as inhibitors | 410,000 tested, 0.076% active | AID 602310;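 further: potency means the concentration at half of the fitted maximal effect; on the % scale 0 is the no-effect control and ±100 the full control effect; nearly all actives have a fitted effect of over 60% in size; hits raise eYFP signal because A3G escapes Vif-driven loss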
Target sequence (Q9HC16 whole entry, looked up): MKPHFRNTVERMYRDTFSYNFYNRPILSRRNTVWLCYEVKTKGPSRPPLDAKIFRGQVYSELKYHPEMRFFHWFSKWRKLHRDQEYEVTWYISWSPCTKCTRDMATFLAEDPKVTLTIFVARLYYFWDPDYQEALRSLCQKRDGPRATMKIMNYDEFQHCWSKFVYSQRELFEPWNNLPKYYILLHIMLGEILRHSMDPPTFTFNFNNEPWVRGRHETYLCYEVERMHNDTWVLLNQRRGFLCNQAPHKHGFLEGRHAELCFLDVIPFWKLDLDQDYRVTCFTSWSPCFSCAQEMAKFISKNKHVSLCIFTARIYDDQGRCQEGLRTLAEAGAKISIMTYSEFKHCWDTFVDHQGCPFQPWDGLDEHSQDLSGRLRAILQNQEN
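Read-out is eYFP fluorescence (Ex 488/Em 500-530) from Vif-expressing HeLa A3G-eYFP cells; more signal means A3G escaped Vif-mediated degradation. Cells plated overnight, compound pinned in, incubated overnight at 37 deg C.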
LDHA inh = LDHA (human) enzyme inhibition; P00338; purified LDHA, NADH/diaphorase-resazurin fluorescence; hits give low values; activity change, % (values are at about 110 or 230 µM); 480,000 tested, 0.15% active; AID 1347041; in the data active means activity change below about -30%; inconclusive means mostly about -25% to -30%;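 further: plate controls were DMSO wells for no effect and wells without enzyme for full effect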
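Remaining NADH was detected by diaphorase (0.133 mg/mL) converting 37 µM resazurin to fluorescent resorufin, read at 0 and 20 minutes. The preceding 5-minute room-temperature reaction used 2 nM LDHA, 0.2 mM sodium pyruvate and 0.06 mM NADH at pH 7.4.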
Vif-A3F inh = Vif-A3F binding inhibition; HeLa A3F-eYFP + Vif (tagged APOBEC3F with the HIV-1 protein that degrades it), YFP fluorescence increase; Potency, µM (top dose mostly 46.1 µM), inactives show at the top dose activity, negative = active; 390,000 tested, 0.2% active; further: potency means the concentration at half of the fitted maximal effect; % of control where 0% means no effect; nearly all actives have a fitted effect of over 65% in size
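Fluorescence increase (Ex 488/Em 500-530) after overnight compound treatment at 37 deg C flags inhibition of Vif-driven A3F-eYFP loss in stable HeLa A3F-eYFP/Vif cells seeded overnight beforehand.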
An asterisk follows results filed as active; ? = inconclusive; nt = no result given; ! = a repeat was not active. Unless noted, the call rests on the fitted dose curve; in most records, active means well fitted curve in the direction sought with a large enough effect; inconclusive means small, poorly fitted or top-dose-only effect, or another doubt; inactive means no such curve, though single readings can be large; an effect the other way counts as inactive or inconclusive. The list is partial, so the mix of outcomes need not match the whole.

SMILES | D2 PAM | D1 ag | GRP78 ERSR act | RXFP1 ag | D1 PAM | D1 antagonist | Vif-A3G inh | LDHA inh | Vif-A3F inh
COc1cc2c(cc1OC)C(=O)N1[C@H]3c4cc(Cl)ccc4OC[C@@H]3[C@H](c3ccccc3)[C@]1(C)C(=O)N2 | 8 | 8 | -5% | -2.2% | -8 | -8 | -20% | -6 | 1%
CCSCC1COC(c2cccn2Cc2ccc(C)cc2)=N1 (stereo not drawn) | -1 | 4 | -4% | -0.9% | -5 | -17 | 0% | -1 | 1%
O=C(C1=C(O)C(=O)N(CCN2CCOCC2)C1c1cccs1)c1cc2ccccc2o1 (stereo not drawn) | nt | nt | 7% | nt | nt | nt | -6% | -1 | -10%
CCOC(=O)N1CCc2[nH]c3ccc(C)cc3c2C1 | 21 | 1 | -4% | -0.7% | -7 | -28 | -27% | -2 | -8%
COCCN(CCOC)S(=O)(=O)c1ccc(C(=O)Nc2nc(-c3ccncc3)cs2)cc1 | -9 | 4 | -3% | 25% | -1 | -8 | 2% | 0 | 1%
O=C(NC(=S)Nn1cnnc1)c1cccc(Br)c1 | 7 | 4 | -1% | 2.4% | -2 | 0 | -3% | -4 | -18%
CCN(CC)CCn1c(=S)[nH]c2cc(C(=O)NCc3ccccc3Cl)ccc2c1=O | 8 | 1 | -2% | -0.4% | -5 | -17 | 1% | -7 | -14%
Cc1ccc(F)cc1S(=O)(=O)NCc1ccc(N2CCN(C)CC2)cc1 | -21 | 7 | 4% | -0.9% | -1 | -6 | 1% | -1 | ?
CCN(CC)N=Nc1ccc(S(=O)(=O)N2CCSC2C(=O)O)cc1 (stereo not drawn) | 2 | 2 | -6% | 3.2% | 2 | 13 | -8% | -14 | -1%
CCOC(=O)c1c(NC(=S)Nc2cc([N+](=O)[O-])ccc2OC)sc2c1CCCCC2 | -5 | 0 | nt | -1.2% | -2 | 20 | nt | nt | nt
COc1ccc(OC)c(CCNC(=O)CCc2nnc3ccc(N4CCOCC4)nn23)c1 | -8 | 4 | -2% | 14% | -3 | 4 | 1% | 0 | -6%
COc1cc(OC)cc(C(C(=O)NCc2ccccc2)N(Cc2ccco2)C(=O)c2ccno2)c1 (stereo not drawn) | 9 | 21 | -7% | 1.6% | -1 | -4 | -6% | -7 | -3%
CCS(=O)(=O)N1CCCc2cc(C(=O)Nc3cccc(C(C)=O)c3)ccc21 | 3 | -1 | 5% | -0.4% | -3 | -21 | -1% | -2 | -2%
CN(CC1CCOCC1)C(=O)CC1C(=O)NCCN1Cc1cccc(C(F)(F)F)c1 (stereo not drawn) | nt | 2 | 1% | 2.5% | 6 | -77* | -1% | 2 | 1%
Cc1ccc(CN2C(=O)N/C(=C/c3ccc(-c4ccc(C(=O)O)cc4)o3)C2=O)cc1 | -2 | 4 | -5% | 2.2% | 2 | 10 | 2% | 0 | -5%
CCc1cccc(CC)c1NC(=O)CN1CCN(S(=O)(=O)c2ccccc2)CC1 | 6 | 0 | -3% | 0.3% | 2 | -4 | -1% | -4 | -8%
O=C(CN1C(=O)CC(c2ccccc2)S(=O)(=O)c2ccccc21)NC1CCCC1 (stereo not drawn) | 1 | -4 | 2% | 0.0% | -2 | -9 | 0% | -5 | -1%
O=C(O/N=C/C1=C(Cl)c2ccccc2CC1)c1ccc(F)cc1 | -4 | 0 | -6% | 2.1% | -2 | nt | -4% | -6 | -1%
CCOC(=O)N1CCN(S(=O)(=O)N2CCCC(C(=O)NCc3ccc(F)cc3)C2)CC1 (stereo not drawn) | 4 | 1 | -3% | 0.3% | -3 | -2 | -2% | -1 | -1%
COc1ccc(CCNC(=O)C2CCC(CNc3c(N4CCCC4)c(=O)c3=O)CC2)cc1OC (stereo not drawn) | -4 | 3 | -3% | 0.8% | 18 | -14 | 3% | -6 | 0%
CC(=O)N1c2ccc(S(=O)(=O)NCc3ccco3)cc2CC1C (stereo not drawn) | 6 | 7 | -2% | -0.1% | 7 | 1 | 6% | 2 | 7%
CC(c1ccccc1)n1c(Br)nc2c1c(=O)[nH]c(=O)n2C (stereo not drawn) | -1 | 4 | -8% | 3.0% | -16 | -6 | 0% | -4 | 7%
Cc1ccc(C(=O)N2C(=O)C(c3ccccc3)Oc3ccccc32)cc1 (stereo not drawn) | -12 | 3 | -2% | 2.5% | 0 | -18 | -21% | 2 | -5%
Cc1ccc(-c2noc(/C=C/c3ccccc3)n2)cc1 | -18 | 8 | 6% | -0.8% | 0 | -5 | 1% | -14 | -5%
O=C(NNC(=O)C1CCN(c2ncccn2)CC1)c1ccc(F)cc1 | -12 | 5 | -4% | 1.1% | -7 | -10 | 4% | -7 | 1%
Following part.
SMILES | D2 PAM | D1 ag | GRP78 ERSR act | RXFP1 ag | D1 PAM | D1 antagonist | Vif-A3G inh | LDHA inh | Vif-A3F inh
O=C(Nc1sc2c(c1C(=O)O)CCCCC2)c1ccco1 | -2 | 0 | 4% | 1.5% | -6 | 10 | 2% | -42*! | -17%
COc1ccccc1-c1noc(CSc2nc(C)cc(=O)[nH]2)n1 | 12 | 2 | -3% | -3.0% | 0 | 1 | -1% | -8 | -7%
COc1cccc(-c2noc(-c3ccoc3C)n2)c1 | -14 | 0 | 3% | 0.5% | -1 | 9 | -1% | -15 | 9%
Cc1ccc(-c2nn(-c3ccccc3)cc2C(=O)OCC(=O)Nc2ncc(Cl)cc2Cl)cc1 | -4 | 4 | -5% | 4.3% | 1 | -6 | 1% | -3 | 2%
Cc1ccccc1NC(=O)Cn1cc(S(=O)(=O)N2CCCC2)c(S(=O)(=O)N2CCCC2)c1 | -5 | 2 | -2% | 5.4% | -7 | 8 | -3% | -1 | 1%
Cc1cccc(C(=O)NC2(C(F)(F)F)N=C(c3ccccc3)N(Cc3ccccc3)C2=O)c1 (stereo not drawn) | 8 | 5 | -4% | -1.4% | -5 | 2 | 5% | 2 | 0%
COc1ccc2c(c1)O[C@@H](c1cccc(C(F)(F)F)c1)[C@H](OC(=O)NCCc1ccc(OC)c(OC)c1)C2=O | -5 | 0 | nt | 1.6% | -1 | -11 | nt | nt | nt
Cc1ccc(NCc2nnc(SCC(=O)c3ccc4c(c3)OCCO4)o2)c(C)c1 | 0 | 19 | -1% | -0.4% | -3 | -8 | 0% | -20 | -2%
COc1ccccc1NC(=O)CCS(=O)(=O)c1ccc2c(c1)oc(=O)n2C | -1 | 5 | 3% | 3.2% | -1 | -8 | 2% | -1 | 0%
CCOc1ccc(CN2C(=O)c3ccccc3Sc3ccc(C(=O)O)cc32)cc1 | -9 | -5 | -1% | 1.6% | 0 | 4 | ? | -1 | -15%
O=S(=O)(c1c(F)cccc1F)N1CCCC2CCCCC21 (stereo not drawn) | 7 | 2 | -2% | -0.5% | -6 | -25 | 0% | 3 | 6%
COc1cccc2cc(C(C)N(CCCN3CCOCC3)C(=O)Nc3ccccc3)oc12 (stereo not drawn) | nt | 0 | 2% | 1.3% | -3 | 13 | 0% | -8 | -11%
CCC/C(=N/NC(=O)c1nnn(-c2nonc2N)c1CN1CCCCC1)c1ccccc1 | nt | nt | -4% | nt | nt | nt | -1% | -4 | -2%
O=C(c1ccccc1)c1ccc2cc(O)ccc2c1 | 3 | 13 | 4% | 6.4% | -7 | -21 | -23% | 1 | 5%
C/C=C(\C)CN1CCC(Oc2cc(C(=O)NC3CC3)ccc2OC)CC1 | 1 | 2 | -2% | 1.4% | -19 | -3 | 5% | 0 | 5%
Cc1nccn1CC(O)COC1CCCCC1 (stereo not drawn) | 3 | 3 | -1% | 1.8% | -4 | 14 | -1% | -19 | nt
CN(CCCCCCCCCCN(C)C(=O)Oc1cccc([N+](C)(C)C)c1)C(=O)Oc1cccc([N+](C)(C)C)c1 | -1 | 3 | -2% | 0.3% | -2 | -1 | 1% | -2 | 3%
COc1cc(/C=N/NC(=O)c2c(C)nc3ccc(Cl)cn23)cc(OC)c1OC | -10 | 3 | -6% | 4.8% | 0 | -1 | -28% | -1 | -13%
Cn1cc(CCCC(=O)NCc2ccccc2Cl)c2ccccc21 | -2 | 3 | -1% | ? | -2 | -4 | -3% | -18 | 0%
Cc1ccc(C(=O)NCCSc2ccc(Cl)cc2)cc1S(=O)(=O)Nc1ccccc1 | nt | 10 | -2% | 0.0% | -8 | -27 | 0% | -3 | -3%
CC(/C=N/NC(=O)c1nnn(-c2nonc2N)c1CN(C)C)=C\c1ccco1 | 1 | 3 | 0% | 6.7% | -3 | 0 | -1% | 21 | -18%
COc1ccccc1C=NN1C(=O)CSC1=S | nt | nt | 0% | nt | nt | nt | -7% | 4 | 2%
Cc1ccc(CC(=O)NC2CCN(C)CC2)cc1 | 10 | 3 | -4% | -1.8% | 1 | -6 | 1% | -9 | 4%
CC(C)(CNC(=O)CNC(=O)c1ccccc1F)N1CCOCC1 | 5 | 1 | -4% | 1.6% | -2 | 3 | -1% | -9 | 4%
Cc1ccc2nc(NC(=O)CSc3nccn3Cc3ccc(F)cc3)sc2c1 | 13 | 1 | -3% | -0.4% | -2 | 5 | -1% | 1 | 0%

Part of the list above in a different format.
Molecule	D2 PAM	D1 ag	GRP78 ERSR act	RXFP1 ag	D1 PAM	D1 antagonist	Vif-A3G inh	LDHA inh	Vif-A3F inh
O=S(=O)(c1c(F)cccc1F)N1CCCC2CCCCC21 (stereo not drawn)	7	2	-2%	-0.5%	-6	-25	0%	3	6%
Cc1ccc(C(=O)NCCSc2ccc(Cl)cc2)cc1S(=O)(=O)Nc1ccccc1	nt	10	-2%	0.0%	-8	-27	0%	-3	-3%
COc1cccc2cc(C(C)N(CCCN3CCOCC3)C(=O)Nc3ccccc3)oc12 (stereo not drawn)	nt	0	2%	1.3%	-3	13	0%	-8	-11%
O=C(c1ccccc1)c1ccc2cc(O)ccc2c1	3	13	4%	6.4%	-7	-21	-23%	1	5%
CC(/C=N/NC(=O)c1nnn(-c2nonc2N)c1CN(C)C)=C\c1ccco1	1	3	0%	6.7%	-3	0	-1%	21	-18%
